From PubChem
S100A4 inh HTS – inhibitors of human S100A4 binding to myosin IIA peptide; P26447; inhibition, % at 10.7 µM; hit rate 0.14% among 360,000; S100A4/TAMRA-MyoIIA peptide fluorescence polarization;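 active means mean inhibition of at least 70% across replicates, with every replicate also reaching that level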
Target sequence (P26447 whole entry, looked up): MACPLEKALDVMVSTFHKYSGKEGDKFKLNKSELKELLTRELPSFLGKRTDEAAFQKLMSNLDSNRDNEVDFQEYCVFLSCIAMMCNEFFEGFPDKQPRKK
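Material: human S100A4 monomer with TAMRA-labelled myosin IIA peptide; buffer or medium: HEPES pH 7.2 with CaCl2, KCl, NaCl, DTT, Triton; compound dosing: one concentration per compound; schedule: 5 min incubation before reading; benchmarks: neutral control DMSO, positive control TFP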
LGR2 antag – inhibitors of bursicon-induced Drosophila LGR2 receptor cAMP signaling; AID 720647; hit rate 0.35% among 380,000; inhibition, % at 9.99 µM; HEK293 LGR2, CRE-luciferase, bursicon-stimulated, 4 h;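 active means drop in luminescence signal, shown as inhibition above about 50% in the replicate tests, limit read from the data, passing the limit was not always enough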;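 further: agonist challenge used bursicon conditioned medium at about half maximal strength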
SIRT5 block – inhibitors of human sirtuin-5 desuccinylase | hit rate 1.1% among 330,000 | Purified SirT5, succinyl-peptide AMC, trypsin-coupled fluorescence | AID 652115 | inhibition, % at 15 µM | Q9NXA8; in the data active means inhibition above about 15%
Target sequence (Q9NXA8 whole entry, looked up): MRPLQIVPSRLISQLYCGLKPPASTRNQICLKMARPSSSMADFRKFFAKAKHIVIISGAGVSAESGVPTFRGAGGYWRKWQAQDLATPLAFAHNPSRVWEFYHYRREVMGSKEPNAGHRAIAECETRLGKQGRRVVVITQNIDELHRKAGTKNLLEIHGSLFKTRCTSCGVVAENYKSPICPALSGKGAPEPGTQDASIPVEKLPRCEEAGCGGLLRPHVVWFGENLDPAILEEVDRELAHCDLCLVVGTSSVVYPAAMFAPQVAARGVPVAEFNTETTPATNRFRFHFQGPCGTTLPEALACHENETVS
Statin myotox sup – suppressors of simvastatin-induced myotoxicity in C2C12 myotubes. ATP luminescence, 48 h; scaled: DMSO 0, geranylgeraniol control 100. rescue of ATP level, % at 7.49 µM. hit rate 0.78% among 330,000;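 active means mean ATP rescue above about 67%, or every replicate alone reaching that limit, limit read from the data, passing the limit was not always enough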;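 further: myotubes were challenged with 10 µM simvastatin during compound exposure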
FN deposit inh – fibronectin deposition inhibition; AH1F fibroblasts, Alexa488-fibronectin deposition fluorescence, overnight; inhibition, % at 12.6 µM; hit rate 0.086% among 350,000; AID 743247;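 active means mean inhibition across replicates of 30% or more, regardless of how many single replicates reach that level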;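 further: positive control wells lacked labelled fibronectin entirely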
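Assay system: AH1F fibroblast monolayer, labelled fibronectin deposition. Amount: 10000 cells per well. Also added: labelled fibronectin 24 nM. Compound: single-point pinned compound. Incubation: cell attachment 1 h, compound and FN exposure overnight. Detection: fluorescence after three HBSS washes, excitation 485 nm, emission 525 nm. Read-out: inhibition of fibronectin deposition signal.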
Casp6 inh – blocks human caspase-6 cleavage activity; inhibition, % at 12.5 µM; P55212; hit rate 0.53% among 350,000; purified caspase-6, Z-VEID-R110 cleavage fluorescence;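 active means mean inhibition across replicates at least about 35%, with every replicate also reaching that limit, limit read from the data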;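 further: 0% = median of neutral control wells and 100% = no fluorescence left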
Target sequence (P55212 24-179 limits assumed): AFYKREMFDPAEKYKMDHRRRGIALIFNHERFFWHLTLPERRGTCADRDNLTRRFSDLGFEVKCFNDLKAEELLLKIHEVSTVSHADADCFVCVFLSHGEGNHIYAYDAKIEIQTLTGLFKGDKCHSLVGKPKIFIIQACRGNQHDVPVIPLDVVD
Target sequence (P55212 194-293 limits assumed): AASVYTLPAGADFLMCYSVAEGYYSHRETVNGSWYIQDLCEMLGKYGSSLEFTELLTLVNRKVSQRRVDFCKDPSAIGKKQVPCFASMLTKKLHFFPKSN
esBAF inh – inhibitors of esBAF chromatin remodeling in mouse ES cells | Bmi1-luciferase knock-in reporter, 24 h; 100% = twice the neutral-well signal | reporter increase, % at 12.5 µM | hit rate 2% among 350,000 | AID 602393; in the data active means activation above about 40%;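 further: 0% = median of the plate's neutral control wells and 100% = double that signal; a rise in the Bmi1 reporter signal indicates esBAF inhibition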
An asterisk follows results filed as active; nt = no result given. These rows are one share of the data (hit frequency here may not be typical).

Key to letters: A = S100A4 inh HTS; B = LGR2 antag; C = SIRT5 block; D = Statin myotox sup; E = FN deposit inh; F = Casp6 inh; G = esBAF inh
compound: C[C@@H]1CN([C@H](C)CO)C(=O)Cc2cc(NS(=O)(=O)c3cccs3)ccc2O[C@H]1CN(C)CC1CCCCC1
  A: -2 | B: 13 | C: 4 | D: 23 | E: 5 | F: -4 | G: 1

compound: NNC(=O)C1C(O)CCC2CN3CCc4c([nH]c5ccccc45)C3CC21 (configuration not stated)
  A: -5 | B: -9 | C: -3 | D: 14 | E: 6 | F: -1 | G: -1

compound: CCCCOc1ccc(/C=C/C(=O)Nc2ccc([N+](=O)[O-])cc2C)cc1
  A: nt | B: 21 | C: nt | D: -1 | E: -6 | F: nt | G: -4

compound: COc1ccccc1NC(=O)c1ccc([N+](=O)[O-])cc1[N+](=O)[O-]
  A: 3 | B: nt | C: -3 | D: nt | E: 8 | F: -1 | G: nt

compound: CC1(C)Cc2c(sc3nc4n(-c5ccccc5)c(=O)c(CCC(=O)O)nn4c(=O)c23)CO1
  A: -2 | B: -13 | C: 3 | D: -21 | E: -4 | F: 1 | G: 3

compound: Cc1cccc(N2CCN(C(=O)CCc3nc4ccccc4c(=O)[nH]3)CC2)c1C
  A: 2 | B: -24 | C: 1 | D: -22 | E: 3 | F: 0 | G: 1

compound: CC(c1ccc(Cl)cc1)N(CCN(C)C)c1ccccn1 (configuration not stated)
  A: 3 | B: 3 | C: -3 | D: nt | E: -14 | F: -3 | G: nt

compound: CC(C)(C)OC(=O)C[C@H]1C/C=C\C[C@@H](CC(=O)NCCO)C(=O)NC[C@H](c2ccccc2)OC1=O
  A: -6 | B: -4 | C: -3 | D: 4 | E: -13 | F: -3 | G: -4

compound: Cc1cc(=O)[nH]c(N2CCOCC2)n1
  A: 3 | B: -1 | C: -5 | D: nt | E: -5 | F: 2 | G: nt

compound: C[C@H]1CN([C@@H](C)CO)C(=O)Cc2cc(NC(=O)C3CC3)ccc2O[C@@H]1CN(C)S(=O)(=O)c1ccc(F)cc1
  A: -2 | B: -6 | C: -5 | D: 7 | E: nt | F: 4 | G: 2

compound: CCN(CC(=O)NCCC1=CCCCC1)S(=O)(=O)c1ccccc1
  A: -1 | B: 7 | C: 0 | D: nt | E: -6 | F: -3 | G: nt

compound: Cc1cccc(OCC(=O)Nc2ccc3c(c2)nc2n3CCOC2)c1
  A: -18 | B: -11 | C: -2 | D: -4 | E: 0 | F: -2 | G: 5

compound: CCN(CC)C(=O)c1cc(-c2ccc(Br)cc2)on1
  A: nt | B: -51 | C: nt | D: -4 | E: 3 | F: nt | G: 75*

compound: COc1cccc(S(=O)(=O)Nc2ccc3c(c2)[C@@H]2C[C@@H](CC(=O)N[C@@H](C)c4ccccc4)O[C@H](CO)[C@@H]2O3)c1
  A: -9 | B: -9 | C: -2 | D: 11 | E: nt | F: nt | G: 9

compound: O=C(COC(=O)Cc1c(F)cccc1Cl)NCCC1=CCCCC1
  A: nt | B: -9 | C: nt | D: 0 | E: 0 | F: nt | G: 6

compound: Cn1c(N)c(C(=O)COC(=O)c2ccc3ccccc3c2)c(=O)n(C)c1=O
  A: -1 | B: 8 | C: nt | D: -3 | E: -2 | F: -2 | G: -7

compound: C[C@@H]1CCCCO[C@@H](CN(C)S(=O)(=O)c2ccc(Cl)cc2)[C@@H](C)CN([C@H](C)CO)C(=O)c2cc(NS(=O)(=O)c3cn(C)cn3)ccc2O1
  A: 15 | B: 14 | C: 6 | D: nt | E: nt | F: 0 | G: -4

compound: O=C(C=Cc1ccc2c(c1)OCO2)C=Cc1ccc2c(c1)OCO2
  A: -5 | B: 0 | C: -2 | D: nt | E: -4 | F: 1 | G: nt

compound: CCN(CC(=O)Nc1ccc(OC)cc1)C(=O)c1cc(S(=O)(=O)N2CCOCC2)ccc1N1CCCC1
  A: -16 | B: 9 | C: 0 | D: 6 | E: nt | F: -4 | G: 1

compound: CCN(CC(=O)NC(C)C)Cc1nc2c(Br)cc(Br)cc2c(=O)[nH]1
  A: -10 | B: -2 | C: -2 | D: -8 | E: -6 | F: 4 | G: -8

compound: CCOc1ccc(N(C)C(=O)CCc2nnc3ccc(N4CCCC4)nn23)cc1
  A: -6 | B: -6 | C: 0 | D: 20 | E: -8 | F: 4 | G: 0

compound: CCOc1cc(C(=O)N(C)CC(=O)Nc2cccc3ccccc23)ccc1OC
  A: 1 | B: 13 | C: -3 | D: 6 | E: -4 | F: 1 | G: 0

compound: COc1ccc(C(=O)Nc2ccccc2C(=O)NCc2ccco2)cc1OC
  A: -2 | B: -12 | C: -4 | D: 14 | E: -21 | F: 2 | G: 17

compound: N=c1sccn1CC(=O)Nc1cccc(Oc2ccccc2)c1
  A: 4 | B: -6 | C: -5 | D: 4 | E: 0 | F: -4 | G: 0

compound: CCC1(C)N([O-])C(C)=C(c2ccccc2)[N+]1=O (configuration not stated)
  A: nt | B: 5 | C: nt | D: 15 | E: nt | F: nt | G: 3

compound: O=C(COC(=O)CSc1ccc(F)cc1)NC1CCCCCC1
  A: -4 | B: -3 | C: 6 | D: 21 | E: -2 | F: 0 | G: -4

compound: CCCS(=O)(=O)NC(=O)C1(C)CCCN(C(=O)c2ccccc2Br)C1 (configuration not stated)
  A: 0 | B: -19 | C: -1 | D: 5 | E: 2 | F: 3 | G: 0

compound: O=C(CC1CCCC1)N1CCN(S(=O)(=O)c2ccc(F)cc2)CC1
  A: -3 | B: -19 | C: -5 | D: -2 | E: 3 | F: 3 | G: 0

compound: Cc1noc(C)c1NC(=O)Nc1ccc2c(c1)C(=O)N([C@@H](C)CO)C[C@H](C)[C@H](CN(C)Cc1ccccc1)O2
  A: -2 | B: 3 | C: -4 | D: -14 | E: nt | F: 1 | G: -1

compound: CCCn1c(SCC(=O)Nc2ccccc2-c2ccccc2)nnc1-c1ccoc1C
  A: nt | B: nt | C: nt | D: 37 | E: -13 | F: nt | G: 0

compound: CC(C)c1cc(C(=O)OCC(=O)NC(=O)NCc2ccco2)c(O)c(C(C)C)c1
  A: 1 | B: 16 | C: -2 | D: nt | E: -10 | F: 1 | G: nt

compound: CN1/C(=C/C2CC(=O)N(c3cccc4ccccc34)C2=O)C(C)(C)c2ccccc21 (configuration not stated)
  A: nt | B: -3 | C: nt | D: -23 | E: 4 | F: nt | G: 4

compound: COC(=O)C1=C(C)N(C)C(=S)N(C)C1c1ccc(OC)cc1 (configuration not stated)
  A: -3 | B: -12 | C: -4 | D: nt | E: -12 | F: -9 | G: nt

compound: O=C(Nc1nnc(SCc2cccc3ccccc23)s1)C1COc2ccccc2O1 (configuration not stated)
  A: -3 | B: -9 | C: -7 | D: 3 | E: 0 | F: -3 | G: -3

compound: C[C@@H]1CN([C@H](C)CO)C(=O)Cc2cc(NC(=O)CCCCCC(=O)Nc3ccccc3N)ccc2O[C@H]1CN(C)S(=O)(=O)c1cn(C)cn1
  A: -25 | B: -13 | C: -1 | D: 2 | E: 23 | F: 2 | G: 3

compound: C[C@@H]1CCCCO[C@@H](CN(C)S(=O)(=O)c2cn(C)cn2)[C@H](C)CN([C@H](C)CO)C(=O)c2cc(NC(=O)CCC(F)(F)F)ccc2O1
  A: -7 | B: -12 | C: -7 | D: 23 | E: nt | F: -4 | G: 1

compound: CC(C)Sc1snnc1-c1ccccc1
  A: -5 | B: 12 | C: 0 | D: nt | E: 0 | F: -1 | G: nt

compound: OC[C@@H]1CN(CCN2CCOCC2)C[C@H](n2cnc3c(NCc4ccco4)ncnc32)O1
  A: 22 | B: -6 | C: nt | D: -1 | E: -11 | F: 5 | G: -7

compound: Cc1nc(S(=O)(=O)Cc2ccc(Cl)cc2)nc2c1CCC2
  A: 2 | B: 19 | C: 2 | D: -1 | E: 4 | F: 2 | G: 5

compound: CC(C)OC(=O)CC1C(=O)NCCN1C(=S)NC(=O)c1ccccc1Cl (configuration not stated)
  A: 0 | B: -3 | C: -1 | D: nt | E: 5 | F: 2 | G: -3

compound: COc1ccc(NS(=O)(=O)c2cccc(C(=O)NN=Cc3cc(Br)c(O)c(Br)c3)c2)cc1
  A: 2 | B: 8 | C: 0 | D: -13 | E: 0 | F: 1 | G: -2

compound: C[C@H]1CN([C@@H](C)CO)C(=O)c2ccccc2-c2ccccc2CO[C@H]1CN(C)Cc1ccc(Cl)c(Cl)c1
  A: -43 | B: 8 | C: 5 | D: nt | E: 0 | F: 0 | G: nt

compound: CCN1CCN(Cc2cc(=O)oc3ccc(C)cc23)CC1
  A: -1 | B: -8 | C: -1 | D: nt | E: -7 | F: -1 | G: nt

compound: COc1ccc(NC(=S)N2CCC(C(=O)c3ccc(Cl)cc3)CC2)cc1
  A: 0 | B: -1 | C: -2 | D: 0 | E: -6 | F: -1 | G: 6

compound: COc1ccc(NC2=Nc3ccccc3N[C@@]23C[C@H]2CCCC(=O)N4CC[C@@H](C3)[C@@H]24)cc1
  A: 6 | B: -32 | C: 5 | D: -13 | E: 0 | F: 1 | G: 21

compound: COC1CC(N)C2OC(c3ccccc3)OCC2O1 (configuration not stated)
  A: -2 | B: -8 | C: -4 | D: 7 | E: -6 | F: -2 | G: -4

compound: CC[C@@H](C(=O)[C@@H](C)[C@@H](O)[C@H](C)CCc1ccc(C)c(O)c1C(=O)O)[C@H]1O[C@](CC)([C@H]2CC[C@](O)(CC)[C@H](C)O2)C[C@@H]1C
  A: 7 | B: 70* | C: 2 | D: -126 | E: 18 | F: 3 | G: -22

compound: Cc1ccc(C)c(NC(=O)c2cc(-c3cc(C)ccc3O)n[nH]2)c1
  A: 3 | B: -91 | C: -2 | D: -59 | E: 0 | F: 1 | G: 50*

compound: COc1ccccc1NC(=S)N(CCCN(C)C)Cc1cc2cc3c(cc2[nH]c1=O)OCO3
  A: 4 | B: nt | C: -3 | D: nt | E: -1 | F: -7 | G: nt

compound: C[C@H](CO)N1C[C@H](C)[C@@H](CN(C)Cc2ccccc2C(=O)O)Oc2ncc(C3=CCCCC3)cc2C1=O
  A: 4 | B: 3 | C: 1 | D: nt | E: nt | F: -2 | G: -3

Compounds listed so far that have an aryl methoxy group:
Key to letters: A = S100A4 inh HTS; B = LGR2 antag; C = SIRT5 block; D = Statin myotox sup; E = FN deposit inh; F = Casp6 inh; G = esBAF inh
compound: COc1ccccc1NC(=O)c1ccc([N+](=O)[O-])cc1[N+](=O)[O-]
  A: 3 | B: nt | C: -3 | D: nt | E: 8 | F: -1 | G: nt

compound: COc1cccc(S(=O)(=O)Nc2ccc3c(c2)[C@@H]2C[C@@H](CC(=O)N[C@@H](C)c4ccccc4)O[C@H](CO)[C@@H]2O3)c1
  A: -9 | B: -9 | C: -2 | D: 11 | E: nt | F: nt | G: 9

compound: CCN(CC(=O)Nc1ccc(OC)cc1)C(=O)c1cc(S(=O)(=O)N2CCOCC2)ccc1N1CCCC1
  A: -16 | B: 9 | C: 0 | D: 6 | E: nt | F: -4 | G: 1

compound: CCOc1cc(C(=O)N(C)CC(=O)Nc2cccc3ccccc23)ccc1OC
  A: 1 | B: 13 | C: -3 | D: 6 | E: -4 | F: 1 | G: 0

compound: COc1ccc(C(=O)Nc2ccccc2C(=O)NCc2ccco2)cc1OC
  A: -2 | B: -12 | C: -4 | D: 14 | E: -21 | F: 2 | G: 17

compound: COC(=O)C1=C(C)N(C)C(=S)N(C)C1c1ccc(OC)cc1 (configuration not stated)
  A: -3 | B: -12 | C: -4 | D: nt | E: -12 | F: -9 | G: nt

compound: COc1ccc(NS(=O)(=O)c2cccc(C(=O)NN=Cc3cc(Br)c(O)c(Br)c3)c2)cc1
  A: 2 | B: 8 | C: 0 | D: -13 | E: 0 | F: 1 | G: -2

compound: COc1ccc(NC(=S)N2CCC(C(=O)c3ccc(Cl)cc3)CC2)cc1
  A: 0 | B: -1 | C: -2 | D: 0 | E: -6 | F: -1 | G: 6

compound: COc1ccc(NC2=Nc3ccccc3N[C@@]23C[C@H]2CCCC(=O)N4CC[C@@H](C3)[C@@H]24)cc1
  A: 6 | B: -32 | C: 5 | D: -13 | E: 0 | F: 1 | G: 21

compound: COc1ccccc1NC(=S)N(CCCN(C)C)Cc1cc2cc3c(cc2[nH]c1=O)OCO3
  A: 4 | B: nt | C: -3 | D: nt | E: -1 | F: -7 | G: nt
